Screens as filed in PubChem BioAssay.
Rin1-Abl PPI inh: human Rin1-Abl interaction inhibition; 360,000 compounds, 0.4% hits; inhibition, % at 7.35 µM; P00519+Q13671; TR-FRET Rin1/Abl binding, biochemical; AID 588664; in the data active means inhibition above about 5%, passing the limit was not always enough
Rpn11 inh: inhibitors of human proteasome Rpn11; human 26S proteasome, Ub4-pepOG fluorescence polarization; 20S core pre-blocked with epoxomicin; calls only at 20 µM; 360,000 compounds, 0.59% hits; AID 588493;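 active means inhibition at 20 µM, scaled to each plate's controls, above about 33%, limit read from the data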
NadD block: NadD (S. aureus) enzyme inhibition | purified NadD enzyme, colorimetric absorbance read-out | inhibition, % at 20 µM | 360,000 compounds, 0.78% hits; in the data active means inhibition above about 26%; further: some compounds past the cut are filed as inactive
Neddyl block: cullin neddylation inhibition; P61081+Q13564; AID 651699; calls only at 25 µM; 360,000 compounds, 0.58% hits; TR-FRET cullin neddylation, biochemical; in the data active means inhibition above about 36%
PABP1 MLLE inh: blocks PAM2 peptide binding to the PABP1 MLLE domain | P11940 | GST-MLLE / FITC-PAM2 fluorescence polarization | inhibition, % at 20 µM | 360,000 compounds, 0.36% hits | AID 588489; in the data active means inhibition above about 35%, passing the limit was not always enough;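 further: plate controls were DMSO wells with GST-MLLE for no effect and wells lacking GST-MLLE protein for full effect; some results filed as inactive read as strong as hits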
Target sequence (P11940 whole entry, looked up, the tested form may be a part): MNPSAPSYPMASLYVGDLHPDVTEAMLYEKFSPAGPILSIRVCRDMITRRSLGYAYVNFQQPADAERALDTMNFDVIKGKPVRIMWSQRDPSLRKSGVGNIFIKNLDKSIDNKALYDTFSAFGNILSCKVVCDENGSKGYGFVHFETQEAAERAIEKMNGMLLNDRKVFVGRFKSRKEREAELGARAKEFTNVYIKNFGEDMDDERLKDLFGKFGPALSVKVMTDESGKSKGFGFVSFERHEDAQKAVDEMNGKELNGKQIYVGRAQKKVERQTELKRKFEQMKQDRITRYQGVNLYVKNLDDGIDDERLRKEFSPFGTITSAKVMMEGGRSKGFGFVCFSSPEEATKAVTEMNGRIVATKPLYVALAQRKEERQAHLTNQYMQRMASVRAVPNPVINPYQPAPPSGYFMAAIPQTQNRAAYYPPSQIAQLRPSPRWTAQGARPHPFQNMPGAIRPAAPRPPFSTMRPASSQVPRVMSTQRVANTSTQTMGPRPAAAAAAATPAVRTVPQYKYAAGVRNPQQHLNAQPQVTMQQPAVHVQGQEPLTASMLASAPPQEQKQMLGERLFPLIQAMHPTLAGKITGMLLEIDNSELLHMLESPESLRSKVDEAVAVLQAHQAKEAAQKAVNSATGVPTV
CSN inh: inhibitors of human CSN-mediated cullin deneddylation. Q92905. Purified CSN, SCF-Nedd8-OG deneddylation, fluorescence polarization. inhibition, % at 12.5 µM. 360,000 compounds, 0.38% hits;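 active means pattern-corrected inhibition above about 35%, with an unprinted fluorescence ratio check between 0.5 and 1.5, limit read from the data, passing the limit was not always enough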;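 further: 0% = enzyme with substrate and 100% = substrate without enzyme; some results filed as inactive read as strong as hits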
Target sequence (Q92905 whole entry, looked up, one chain of several): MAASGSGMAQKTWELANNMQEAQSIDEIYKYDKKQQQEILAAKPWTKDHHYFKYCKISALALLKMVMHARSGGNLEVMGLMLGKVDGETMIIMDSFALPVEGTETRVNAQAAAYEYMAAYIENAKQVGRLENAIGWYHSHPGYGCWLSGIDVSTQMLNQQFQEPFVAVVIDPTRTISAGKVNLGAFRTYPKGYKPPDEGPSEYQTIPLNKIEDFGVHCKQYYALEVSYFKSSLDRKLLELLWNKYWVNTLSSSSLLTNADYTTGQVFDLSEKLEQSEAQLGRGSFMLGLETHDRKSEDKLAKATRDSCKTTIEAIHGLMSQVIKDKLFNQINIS
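Material: purified human Csn5 enzyme expressed in HEK293T cells / Medium: Tris buffer pH 7.5, NaCl, DTT, Tween-20, trehalose, ovalbumin / Compound dosing: 12.5 µM single point / Schedule: 90 min incubation of compound, enzyme and substrate at room temperature / Signal: fluorescence polarization of the substrate / Control set: no-enzyme wells high, enzyme-with-substrate wells low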
FAS-TE inh: blocks the thioesterase domain of human fatty acid synthase | recombinant FAS-TE, OMFH fluorogenic substrate, fluorescence endpoint | inhibition, % at 15 µM | 360,000 compounds, 0.67% hits | AID 602261;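 active means compounds whose normalised, plate-corrected inhibition of enzyme fluorescence in the single-dose primary screen is 50% or more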;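 further: 0% = DMSO with enzyme and 100% = substrate without enzyme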
SKN-1 block: blocks SKN-1 activity in C. elegans; C. elegans VP596 Pgst-4::GFP/RFP ratio, acrylamide-induced, 24 h; inhibition, % at 21.8 µM; 360,000 compounds, 0.49% hits; AID 624304;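 active means interference check ratio from 0.5 to 1.5 plus GFP to RFP signal ratio inhibition reaching or exceeding a fixed threshold, cut at about 30% in these data, passing the limit was not always enough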; further: some compounds called inactive have numbers as strong as hits
MT1-MMP act inh: blocks activation of human MT1-MMP; HT1080 RFP-PRO-GFP cells, GFP/RFP ratio fluorescence, overnight; percent of plate control window, DMSO zero; AID 651647; 360,000 compounds, 0.061% hits; GFP/RFP ratio change, % at 20 µM;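 active means GFP/RFP ratio change of at least 30% with cell ATP level not reduced by more than half and red fluorescence within 50% of control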; further: strong numbers were not always called active
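Assay system: HT1080 RFP-PRO-GFP cells. Benchmarks: DMSO vehicle wells and RFP-L50D-GFP reporter cell wells. Times: overnight cell settling, then overnight compound exposure, 37 °C, 5% CO2. Compound: 20 µM single dose, 1% DMSO. Read-out basis: GFP/RFP fluorescence ratio.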
The depositor's hits bear a star; i = inactive; · = not tested or not shown. Compounds were not picked by outcome; about 3.9% have a hit in one of these screens.

The first 5 records as a preview:
1	Cc1cc(C)c(C(=O)COC(=O)c2cccc(S(=O)(=O)N3CCOCC3)c2)cc1C
2	CCCCC(CC)COC1(c2ccccc2)OC(=O)c2ccccc21 (stereo not given)
3	CCn1cc(C=C2C(=O)c3ccccc3C2=O)c2ccccc21
4	O=C(NCCNCc1ccc(F)cc1)c1ccco1
5	CC(NC(=O)C(Cc1ccccc1)n1cccc1)c1ccccc1 (stereo not given)
Assay by compound,1,2,3,4,5
Rin1-Abl PPI inh,0,3,-1,2,-1
Rpn11 inh,i,i,i,i,i
NadD block,-4,23,1,0,-7
Neddyl block,i,i,i,i,i
PABP1 MLLE inh,-1,13,-105,11,-20
CSN inh,-1,1,-26,9,10
FAS-TE inh,21,28,-8,-4,4
SKN-1 block,1,14,-3,-37,-4
MT1-MMP act inh,-2,-1,-8,7,-7

All compounds of this part, from the first entry:
1	Cc1cc(C)c(C(=O)COC(=O)c2cccc(S(=O)(=O)N3CCOCC3)c2)cc1C
2	CCCCC(CC)COC1(c2ccccc2)OC(=O)c2ccccc21 (stereo not given)
3	CCn1cc(C=C2C(=O)c3ccccc3C2=O)c2ccccc21
4	O=C(NCCNCc1ccc(F)cc1)c1ccco1
5	CC(NC(=O)C(Cc1ccccc1)n1cccc1)c1ccccc1 (stereo not given)
6	CCCCCCCC(=O)N/N=C/c1cccnc1
Assay by compound,1,2,3,4,5,6
Rin1-Abl PPI inh,0,3,-1,2,-1,-6
Rpn11 inh,i,i,i,i,i,i
NadD block,-4,23,1,0,-7,-4
Neddyl block,i,i,i,i,i,i
PABP1 MLLE inh,-1,13,-105,11,-20,-1
CSN inh,-1,1,-26,9,10,-1
FAS-TE inh,21,28,-8,-4,4,-4
SKN-1 block,1,14,-3,-37,-4,4
MT1-MMP act inh,-2,-1,-8,7,-7,-2

7	CCC(CC)C(=O)Oc1c(Sc2ccccc2[N+](=O)[O-])c(C)nn1C(C)(C)C
8	COc1ccc(C)cc1Nc1n[n+](-c2ccccc2)c(-c2ccc(NC(C)=O)cc2)s1
9	Cn1ccnc1SCC(=O)Nc1cccc(C(F)(F)F)c1
10	Cc1[nH]ccc2cc3nc4ccccc4c3cc12
11	Cc1cccn2c(=O)c3cc(C(=O)NCC4CCCO4)c(=N)n(CCc4ccccc4)c3nc12 (stereo not given)
12	Nc1cc(C(=O)O)c(N)c2c1C(=O)c1ccccc1C2=O
Assay by compound,7,8,9,10,11,12
Rin1-Abl PPI inh,-2,-5,3,-15,-3,-3
Rpn11 inh,i,i,i,i,i,i
NadD block,-3,10,1,-7,4,-1
Neddyl block,i,i,i,·,·,i
PABP1 MLLE inh,1,-129,9,2,-12,115
CSN inh,1,4,-1,-3,8,-24
FAS-TE inh,33,-79,-2,0,-1,-12
SKN-1 block,6,14,-6,11,13,43*
MT1-MMP act inh,-4,2,4,3,3,2

13	COc1ccccc1CNC(=O)COC(=O)c1cc(=O)c2ccccc2o1
14	CN(C)CCN(C(=O)CCS(=O)(=O)c1ccccc1)c1nc2c(F)cccc2s1
15	CS(=O)(=O)c1cccc(C(=O)OCCCC(=O)c2ccccc2)c1
16	O=C1CN(S(=O)(=O)c2ccc(Br)cc2)c2ccccc2N1
17	CN(C(=O)COc1ccc2ccc(=O)oc2c1)C1CCS(=O)(=O)C1 (stereo not given)
18	CCSc1nnc(NC(=O)CSc2nnc(-c3c[nH]c4ccccc34)n2C)s1
Assay by compound,13,14,15,16,17,18
Rin1-Abl PPI inh,3,-2,-1,-2,3,1
Rpn11 inh,i,i,i,i,i,i
NadD block,-2,-8,1,1,1,2
Neddyl block,i,i,i,i,i,i
PABP1 MLLE inh,-3,8,11,11,-5,-4
CSN inh,-2,7,-4,1,-1,-6
FAS-TE inh,-6,-3,3,2,-4,-3
SKN-1 block,-4,0,-11,0,-8,-9
MT1-MMP act inh,6,0,0,2,·,6

19	COC(=O)CCCn1cc(CN2CC(N3CCN(CCN(C)C)CC3)CS2(=O)=O)nn1 (stereo not given)
20	O=C1c2cccnc2C(=O)N1Cc1ccc2c(c1)OCO2
21	Cn1c(NCc2ccco2)nc2ccccc21
22	Cc1ccc(S(=O)(=O)N2CCC(=O)N(C(COCc3ccc(Cl)cc3)C(C)C)CC2)cc1 (stereo not given)
23	O=C(c1ccc2c3n(nc2c1)-c1ccc(Cl)cc1CO3)N1CCCCC1
24	CCOC(=O)c1c(C)[nH]c(C)c1C(=O)COC(=O)c1nc2nccc(C)n2n1
Assay by compound,19,20,21,22,23,24
Rin1-Abl PPI inh,·,4,2,1,1,-2
Rpn11 inh,·,i,i,i,i,i
NadD block,2,-3,2,-6,-1,-1
Neddyl block,i,i,i,i,i,i
PABP1 MLLE inh,·,0,-8,1,-22,-11
CSN inh,-5,-2,-2,-6,-2,-2
FAS-TE inh,-8,4,-4,35,21,-2
SKN-1 block,19,-21,2,-17,-2,-9
MT1-MMP act inh,4,2,-1,-6,2,0

25	O=C(CNC(=O)/C(=C\c1ccc(Br)cc1)NC(=O)c1ccccc1)OCc1ccccc1
26	C=CCn1c(SCC(=O)Nc2ccc(S(N)(=O)=O)cc2)nnc1-c1cnccn1
27	CC(O)COc1ccc(/C(=N/O)c2ccccc2)cc1 (stereo not given)
28	Cc1c(Br)cccc1NC(=O)C1(C)CCN1Cc1ccc(OC(C)C)cc1 (stereo not given)
29	CCCc1oc(C(=O)O)cc1CN1CCCC1
30	COc1ccc2[nH]cc(C3N4CC5(C)CN3CC(C)(C4)C5=O)c2c1 (stereo not given)
Assay by compound,25,26,27,28,29,30
Rin1-Abl PPI inh,2,0,-3,1,3,1
Rpn11 inh,i,i,i,i,i,i
NadD block,-6,7,-8,-6,3,2
Neddyl block,i,i,i,i,i,i
PABP1 MLLE inh,-1,-29,-4,-4,3,15
CSN inh,0,-1,3,1,-4,0
FAS-TE inh,15,-4,-4,11,-12,-9
SKN-1 block,5,10,-14,14,9,13
MT1-MMP act inh,0,-1,1,2,5,-2

31	CCc1nnc(NC(=O)c2oc3ccccc3c2COC(C)C)s1
32	CCOC(=O)c1nnn(CC(=O)NC(=O)Nc2ccccc2)c1C(=O)OCC
33	CN(CCc1cn[nH]c1)Cc1nc(Cc2ccccc2)no1
34	CCC1Nc2ncnc(N3CCCCC3)c2N(Cc2ccc(Br)cc2)C1=O (stereo not given)
35	Cc1cc(C(=O)CSc2nn3c(=O)c(C(C)(C)C)nnc3s2)c(C)n1C1CC1
36	COC(=O)c1ccccc1NC(=O)CNC(=O)c1ccc(OC)c(OC)c1
Assay by compound,31,32,33,34,35,36
Rin1-Abl PPI inh,-2,-3,2,2,-3,2
Rpn11 inh,i,i,i,i,i,i
NadD block,2,-3,2,4,1,-2
Neddyl block,i,i,i,i,i,i
PABP1 MLLE inh,7,5,-11,-2,0,0
CSN inh,1,4,-19,0,1,-4
FAS-TE inh,2,-3,-5,2,44,-2
SKN-1 block,5,-15,-8,5,7,8
MT1-MMP act inh,0,1,-3,4,-5,3

37	COc1ccc(Br)cc1S(=O)(=O)N(CC(=O)N1CCN(C)CC1)c1ccccc1
38	CCC(C)n1c(NC(=O)c2ccccc2)c(C#N)c2nc3ccccc3nc21 (stereo not given)
39	CN(Cc1ccco1)C(=O)C(Cc1ccccc1)NS(=O)(=O)c1ccc2c(c1)CCC(=O)N2 (stereo not given)
40	CCCN1C(=O)C(=O)c2cc(C)ccc21
41	CCCc1cc(=O)oc2cc(OCC(=O)N(C)C)c(Cl)cc12
42	CCCCCCNC(=O)CC(c1ccccc1)c1cc(Br)ccc1O (stereo not given)
Assay by compound,37,38,39,40,41,42
Rin1-Abl PPI inh,2,14*,-3,-3,0,-3
Rpn11 inh,i,·,i,i,i,i
NadD block,-7,41*,-1,-2,1,-3
Neddyl block,i,i,i,i,i,i
PABP1 MLLE inh,12,-86,-14,-5,-5,4
CSN inh,-4,50*,-4,-2,-2,-2
FAS-TE inh,-4,18,-4,-10,-6,46
SKN-1 block,11,16,16,7,-9,-16
MT1-MMP act inh,-3,-69,-3,2,4,-10

43	CCn1c2ccccc2c2cc(NC(=O)CSc3nnc(-c4ccc(OC)c(OC)c4)n3N)ccc21
44	O=C(CCN1C(=O)/C(=C/c2ccccc2Cl)SC1=S)NC1CCCC1
45	Cc1ccc(S(=O)(=O)N(C)C)cc1NC(=O)COC(=O)c1ccc2ccccc2n1
46	CCC1c2ccccc2C(=O)C1C(N)=O (stereo not given)
47	COc1cccc2cc(-c3nnc(SCC(=O)Nc4cc(C(F)(F)F)ccc4Cl)n3N)oc12
48	Cc1ccc(C(=O)OCC(=O)NCC2CCCO2)c(C)c1 (stereo not given)
Assay by compound,43,44,45,46,47,48
Rin1-Abl PPI inh,2,-2,0,1,-2,-1
Rpn11 inh,i,i,i,i,i,i
NadD block,13,5,0,2,15,1
Neddyl block,i,i,i,i,i,i
PABP1 MLLE inh,-18,17,1,8,-77,11
CSN inh,4,2,3,-2,3,-6
FAS-TE inh,-24,-1,-6,-5,-7,0
SKN-1 block,36*,3,6,15,7,-7
MT1-MMP act inh,-1,3,-5,1,0,-1

49	O=C(OCc1ccccc1)/C(=C/c1cccc(Br)c1)NC(=O)c1ccco1
50	CC(C)(C)c1cn(-c2ccc(F)cc2)c(=S)[nH]1
51	CC(C)c1nnc(NC(=O)c2ccc(S(=O)(=O)N3CCOCC3)cc2)s1
52	O=C(COC(=O)c1ccc(Cl)c(S(=O)(=O)N2CCCCC2)c1)NCCc1ccccc1
53	COc1ccc(C(C)=O)cc1COC(=O)c1cc(=O)c2ccccc2o1
54	CC(C)Sc1cc(N2CCCC2)nc(-c2ccccc2)n1
55	O=S(Cc1ccc(Cl)cc1)CC(O)COc1ccc(Cl)cc1 (stereo not given)
56	CCCC(=O)NC(=S)Nc1ccc(N2CCN(C(=O)c3cccs3)CC2)cc1
Assay by compound,49,50,51,52,53,54,55,56
Rin1-Abl PPI inh,-1,-3,2,1,2,5,1,-2
Rpn11 inh,i,i,i,i,i,i,i,i
NadD block,-7,8,1,-11,-10,5,-7,-1
Neddyl block,i,i,i,i,i,i,i,i
PABP1 MLLE inh,1,-44,-10,1,-18,11,-10,20
CSN inh,-1,1,2,3,3,-1,-3,-1
FAS-TE inh,25,-2,-7,19,-3,21,5,12
SKN-1 block,-14,6,-11,1,11,13,11,6
MT1-MMP act inh,0,5,0,-2,3,-1,2,-7
